# Screens: PubChem BioAssay, National Center for Advancing Translational Sciences (NCATS)
# PKM2 activator: qHTS Assay for Activators of Human Muscle isoform 2 Pyruvate Kinase. Pyruvate kinase PKM (Homo sapiens), P14618. purified PKM2, Kinase-Glo ATP luminescence, activation; response scale: 0% is enzyme alone, no compound. Potency, µM (top dose mostly 57.5 µM), inactives show at the top dose activation, usual class: activators. 260,000 compounds, 0.34% hits. AID 1631, 2009; also: potency is read from the fitted curve at half-maximal effect; % is scaled to controls: 0 for no effect and ±100 for the full control effect; nearly all actives have a fitted effect of over 55% in size
# Target sequence (P14618 whole entry, looked up, canonical isoform): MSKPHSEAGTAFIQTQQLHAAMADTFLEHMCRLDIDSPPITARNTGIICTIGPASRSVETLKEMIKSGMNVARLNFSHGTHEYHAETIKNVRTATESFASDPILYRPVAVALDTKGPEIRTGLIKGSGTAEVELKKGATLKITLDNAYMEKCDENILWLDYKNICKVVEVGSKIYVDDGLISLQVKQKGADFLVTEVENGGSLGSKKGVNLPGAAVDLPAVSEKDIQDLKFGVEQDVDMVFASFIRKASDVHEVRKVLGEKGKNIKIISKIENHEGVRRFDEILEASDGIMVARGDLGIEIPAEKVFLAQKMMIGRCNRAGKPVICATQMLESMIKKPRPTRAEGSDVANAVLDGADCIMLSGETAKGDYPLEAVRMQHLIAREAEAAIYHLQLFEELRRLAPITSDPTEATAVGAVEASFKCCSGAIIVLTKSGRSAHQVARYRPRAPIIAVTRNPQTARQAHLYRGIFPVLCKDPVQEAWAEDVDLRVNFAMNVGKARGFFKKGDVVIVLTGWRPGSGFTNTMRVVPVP
#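 hPK-M2, >95% pure; 0.1 mM ADP / 0.5 mM PEP final; imidazole pH7.2 buffer w/ 7 mM MgCl2, 50 mM KCl; 1 h RT; Kinase-Glo lum. Intermediate enzyme activity for dual inhibitor/activator qHTS.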
# RORgamma inh: qHTS for inhibitors of ROR gamma transcriptional activity; Drosophila S2 Gal4-RORgamma UAS-luciferase reporter, 20 h; Potency, µM (highest dose often 53.6 µM), for inactives: at the top dose activity change, negative = inhibition, hits mostly inhibitors; 310,000 compounds, 5.4% hits; AID 2551, 2010; also: potency is read from the fitted curve at half-maximal effect; % is scaled to controls: 0 for no effect and ±100 for the full control effect; nearly all actives have a fitted effect of over 60% in size
#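 Stable Schneider cell line, Gal4 DNA-binding domain fused to ROR gamma, UAS-luciferase. Cmpd 1 hr RT → CuSO4 700 uM final → 20 hr RT → luciferase reagent 10 min → luminescence.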
# Menin-MLL TR inh: qHTS Assay for Inhibitors Targeting the Menin-MLL Interaction in MLL Related Leukemias: Competition With Texas Red Labeled MLL-derived Mutant Peptide; 270,000 compounds, 0.23% hits; O00255; Menin + Texas Red MLL mutant peptide, fluorescence polarization; Potency, µM (top dose mostly 61.6 µM), without a hit: top-dose FP activity change, negative = inhibition, usual class: inhibitors; AID 1768, 2009; active = well fitted inhibition curve with a large enough effect in the polarisation, with a control signal flat, not every such curve was filed as active; inconclusive = small, poorly fitted or top-dose-only effect, or effect the other way, or a change in a side signal; inactive = no such curve, though single readings can be large or run the other way; the % refers to the polarisation; also: potency is read from the fitted curve at half-maximal effect; % of control where 0% means no effect; many of its hits are not listed in these tables
# Target sequence (O00255 whole entry, looked up): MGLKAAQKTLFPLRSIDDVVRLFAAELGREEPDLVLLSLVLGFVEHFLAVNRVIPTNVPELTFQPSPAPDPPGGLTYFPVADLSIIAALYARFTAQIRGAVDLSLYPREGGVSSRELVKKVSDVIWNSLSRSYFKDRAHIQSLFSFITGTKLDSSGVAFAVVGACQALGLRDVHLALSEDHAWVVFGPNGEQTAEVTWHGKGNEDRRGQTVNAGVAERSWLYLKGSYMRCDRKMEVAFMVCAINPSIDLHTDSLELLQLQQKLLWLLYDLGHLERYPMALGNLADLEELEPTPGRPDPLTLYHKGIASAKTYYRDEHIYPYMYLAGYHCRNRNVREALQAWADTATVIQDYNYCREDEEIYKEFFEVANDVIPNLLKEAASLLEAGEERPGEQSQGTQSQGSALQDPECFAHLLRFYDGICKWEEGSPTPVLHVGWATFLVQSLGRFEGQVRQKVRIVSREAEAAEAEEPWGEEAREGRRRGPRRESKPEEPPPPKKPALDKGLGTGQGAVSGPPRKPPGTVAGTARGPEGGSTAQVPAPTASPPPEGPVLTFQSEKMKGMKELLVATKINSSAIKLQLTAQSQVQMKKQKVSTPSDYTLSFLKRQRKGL
# ELG1 DNA repair: qHTS screen for small molecules that inhibit ELG1-dependent DNA repair in human embryonic kidney (HEK293T) cells expressing luciferase-tagged ELG1. HEK293T ELG1-luciferase reporter, luminescence, 16 h; DNA damage induced by 5-fluorouridine. Potency, µM (highest dose often 46.1 µM), for inactives: at the top dose activity change, negative = inhibition, actives largely listed as inhibitors. 330,000 compounds, 2.3% hits. AID 504467, 2011; also: potency is read from the fitted curve at half-maximal effect; % is scaled to controls: 0 for no effect and ±100 for the full control effect; nearly all actives have a fitted effect of over 55% in size
#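 DMSO vehicle served as the neutral condition. Each well held 2,000 cells given 5-fluorouridine plus compound; after 16 hr at 37 °C/5% CO2, ONE-Glo was added and luciferase measured 30 min later.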
# Rab9 promoter act: qHTS Assay for Rab9 Promoter Activators; Huh7 Rab9 promoter-luciferase reporter, luminescence, 24 h; Potency, µM (top dose mostly 9.22 µM), for inactives: at the top dose activation, negative = inhibition, most hits filed as activators; 320,000 compounds, 2.8% hits; also: potency is read from the fitted curve at half-maximal effect; % of control where 0% means no effect; nearly all actives have a fitted effect of over 60% in size
#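 Huh7 reporter line, Rab9 promoter upstream of luciferase. Compound exposure 24 h at 37 °C in reduced-serum medium with 10% FBS. Read-out: luminescence.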
# NPC1 promoter act: qHTS Assay for NPC1 Promoter Activators | Huh7 NPC1 promoter luciferase reporter, 24 h | Potency, µM (series often up to 9.22 µM), for the others: top-dose activation, usual class: activators | 320,000 compounds, 2.4% hits | AID 485313, 2010;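 also: potency is read from the fitted curve at half-maximal effect; % of control where 0% means no effect; nearly all actives have a fitted effect of over 60% in size; reporter is driven by a mutant NPC1 promoter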
#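 Luciferase expression driven by the NPC1 promoter was measured in stably transfected Huh7 cells after a 24 h compound incubation, using a luciferase reagent and a luminescence read.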
# Mito fusion yeast: qHTS Assay for Small Molecule Inhibitors of Mitochondrial Division or Activators of Mitochondrial Fusion. S. cerevisiae fusion-defective mutant growth rescue, CellTiterGlo 48 h. Potency, µM (top dose mostly 46.1 µM), without a hit: top-dose growth rescue (activation), hits mostly activators. 320,000 compounds, 0.23% hits. AID 485298, 2010;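 also: potency is read from the fitted curve at half-maximal effect; % of control where 0% means no effect; nearly all actives have a fitted effect of over 45% in size; temperature-sensitive fusion mutants such as fzo1-1 at 37 °C on non-fermentable ethanol glycerol medium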
#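 Read-out: ATP-based luminescence (CellTiterGlo, 10 min ambient) reporting growth of fusion-defective ts yeast after 48 hours at 37C on glycerol/ethanol YPEG medium in the presence of compound.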
# FLuc modulator: qHTS profiling assay for firefly luciferase inhibitor/activator using purifed enzyme and Km concentrations of substrates (counterscreen for miR-21 project); Luciferin 4-monooxygenase (Photinus pyralis), P08659; purified FLuc, Km substrates, luminescence inhibition; Potency, µM (series often up to 57.5 µM), for inactives: at the top dose activity change, negative = inhibition, most hits filed as inhibitors; 360,000 compounds, 6.9% hits; AID 588342, 2011;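 also: potency is read from the fitted curve at half-maximal effect; plate controls were vehicle for no effect and reference inhibitor for full effect; nearly all actives have a fitted effect of over 55% in size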
#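 Purified P. pyralis luciferase, 10 nM final, with Km-level 10 uM D-luciferin and 10 uM ATP in 50 mM Tris acetate pH 7.5, 10 mM Mg acetate, 0.01% Tween-20, 0.05% BSA; 6-point qHTS titration about 60 µM downward; luminescence read.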
# Gal4-VP16 FLuc: VP16 counterscreen qHTS for inhibitors of ROR gamma transcriptional activity; Potency, µM (titrated, usually from 53.6 µM), without a hit: top-dose activity, negative = inhibition, actives largely listed as inhibitors; 310,000 compounds, 3.5% hits; Drosophila S2 Gal4-VP16 UAS-luciferase, luminescence, 20 h;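 also: Gal4-VP16 expression switched on by copper sulfate through the metallothionein promoter; potency is read from the fitted curve at half-maximal effect; % is scaled to controls: 0 for no effect and ±100 for the full control effect; nearly all actives have a fitted effect of over 50% in size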
# KCNH2 3.1 block: qHTS for Inhibitors of KCHN2 3.1: Mutant qHTS; Potassium voltage-gated channel subfamily H member 2, brain isoform KCNH2 3.1 (human); U2OS KCNH2 3.1, thallium flux FluxOr; stronger effect = lower value; activity change, % (tested at about 1.8 µM); 340,000 compounds, 0.95% hits; AID 720553, 2013;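 active = maximum activity change below -70%; inconclusive = maximum activity change from -70% to -50%; inactive = maximum activity change above -50%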;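 also: thallium influx rate constant from kinetic fluorescence after stimulation buffer; % is scaled to controls: 0 for no effect and ±100 for the full control effect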
#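 Normalized rate constant (relative to positive and negative DMSO controls) derived from a 2 min kinetic fluorescence read after stimulation; U2OS cells expressing the 3.1 isoform via virus at 1.77 x 10^8 /mL.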
# MBNL1-CUG inh: qHTS Assay for Inhibitors of MBNL1-poly(CUG) RNA binding. Potency, µM (titrated, usually from 57.5 µM), for inactives: top-dose activity change, negative = inhibition, most hits filed as inhibitors. Muscleblind-like protein 1 (Homo sapiens), Q9NR56. TR-FRET MBNL1-His/biotin-(CUG)12 binding, 665/545 ratio. 280,000 compounds, 0.036% hits; active = well fitted inhibition curve with a large enough effect in the signal ratio, with a control signal flat, not every such curve was filed as active; inconclusive = small, poorly fitted or top-dose-only effect, or effect the other way, or a change in a side signal; inactive = no such curve, though single readings can be large or run the other way; the % refers to the signal ratio; also: potency is read from the fitted curve at half-maximal effect; % is scaled to controls: 0 for no effect and ±100 for the full control effect
#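 Ratiometric TR-FRET (665 over 545 nm, excitation 340 nm) tracks disruption of MBNL1-His/biotin-(CUG)12 complex after 60 min at room temperature, with compounds at 92 nM to 58 uM final.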
# * = called active by the depositor; ? = inconclusive; / = not tested or not shown; [ ] = remark or other dose. Unless noted, calls follow the shape of the dose curve; as a rule, active = well fitted curve in the direction sought with a large enough effect; inconclusive = small, poorly fitted or top-dose-only effect, or another doubt; inactive = no such curve, though single readings can be large; an effect the other way counts as inactive or inconclusive. An excerpt; rates above refer to the full screens.
SMILES,PKM2 activator,RORgamma inh,Menin-MLL TR inh,ELG1 DNA repair,Rab9 promoter act,NPC1 promoter act,Mito fusion yeast,FLuc modulator,Gal4-VP16 FLuc,KCNH2 3.1 block,MBNL1-CUG inh
CCC(C)NC(=O)c1ccc(-n2c(=S)[nH]c3ccccc3c2=O)cc1 (stereo unspecified),-1%,13%,15%,-7%,12%,-3%,-2%,-3%,-4%,-5,-16%
COC(=O)c1sc(NC(=S)NC(=O)c2ccccc2)nc1C,0%,?,-24%,?,2.5µM*,?,2%,4.8µM*,?,-3,?
Cc1ccccc1NC(=O)/C(C#N)=C\c1ccsc1,0%,-2%[10 µM],22%,?,11%,14%,2%,?,?,22,/
CCCCCc1nc2c(c3c1CCCC3)CCCC2,-2%,-36%,?,16%,-2%,0%,?,-1%,-4%,-22,-1%
CSCC[C@H](NC(=O)N1CCn2c1nc1ccccc12)C(=O)NC1CC1,0%,-17%,9%,6%,0%,-1%,1%,-2%,1%,-6,-2%
COCCn1c(CN(Cc2ccccc2)Cc2ccccc2)nc2c1c(=O)n(C)c(=O)n2C,1%,?,-19%[11.7 µM],?,10%,1%,17%,-2%,-5%,-11,-17%
Cc1ccc(CN2C(=O)/C(=C3\SC(N4CCOCC4)=NC3=O)c3cc(Br)ccc32)cc1,1%,-1%,-3%,0%,-1%,1%,4%,?,-4%,/,10%
O=C(Cn1cnc2c(nnn2-c2ccccc2)c1=O)NCc1ccco1,-1%,-3%,0%,0%,-4%,-2%,0%,2%,-6%,4,-6%
CC(C)NS(=O)(=O)c1ccc(OCC(=O)Nc2cccc3ccccc23)cc1,-4%,14%,-2%,1%,-8%,-1%,0%,1%,-1%,5,-12%
CCN(C(=O)c1cc2c(s1)-c1ccccc1S(=O)(=O)C2)c1cc(OC)ccc1OC,-1%,10%,-7%,?,1%,-2%,2%,0%,-15%,10,?
COc1ccc(C2=NOC(C(=O)NCc3ccco3)C2)cc1 (stereo unspecified),1%,-44%,-22%,?,1%,1%,2%,-11%,15%,3,2%
Cc1ncc([N+](=O)[O-])n1Cc1ccccc1F,3%,22%,0%,8%,0%,-2%,-8%,-1%,15%,-12,9%
CC(C)(C)c1nc2cc(Cl)c([N+](=O)[O-])cc2o1,3%,23%,-6%,17%,0%,0%,4%,0%,2%,-4,6%
COc1ccc(NC(=O)C2CCN(C(=O)[C@@H]3Cc4ccccc4CN3C(=O)OC(C)(C)C)CC2)cc1,10%,23%,-20%,1%,0%,-1%,-56%[inhibitor],-1%,14%,-20,-1%
O=P(CO)(Cc1ccccc1)Cc1ccccc1,-1%,4%,6%,13%,1%,1%,-7%,0%,-11%,9,12%

# Shown bar-delimited: part of the list above
mol | PKM2 activator | RORgamma inh | Menin-MLL TR inh | ELG1 DNA repair | Rab9 promoter act | NPC1 promoter act | Mito fusion yeast | FLuc modulator | Gal4-VP16 FLuc | KCNH2 3.1 block | MBNL1-CUG inh
CCN(C(=O)c1cc2c(s1)-c1ccccc1S(=O)(=O)C2)c1cc(OC)ccc1OC | -1% | 10% | -7% | ? | 1% | -2% | 2% | 0% | -15% | 10 | ?
COC(=O)c1sc(NC(=S)NC(=O)c2ccccc2)nc1C | 0% | ? | -24% | ? | 2.5µM* | ? | 2% | 4.8µM* | ? | -3 | ?

# (further entries)
SMILES,PKM2 activator,RORgamma inh,Menin-MLL TR inh,ELG1 DNA repair,Rab9 promoter act,NPC1 promoter act,Mito fusion yeast,FLuc modulator,Gal4-VP16 FLuc,KCNH2 3.1 block,MBNL1-CUG inh
CCN(CCO)C(=O)CC(c1ccccc1)c1cc(Br)ccc1O (stereo unspecified),-5%,-11%,-4%,-3%,-5%,8%,0%,1%,-4%,-1,-8%
NC(=O)c1ccccc1NC(=O)CC12CC3CC(CC(Br)(C3)C1)C2,-1%,1%,-6%,-1%,-1%,2%,2%,0%,4%,1,1%
Cc1ccc(Cn2c(SCC(=O)N(C)C3CCS(=O)(=O)C3)nc3ccccc3c2=O)cc1 (stereo unspecified),/,/,/,-8%,2%,-4%,-12%,0%,/,-40,/
CCOc1ccc(S(=O)(=O)N(CC(=O)Nc2cc(C)on2)Cc2ccccc2Cl)cc1,-1%,-27%,7%,-24%,-4%,-1%,2%,5%,2%,3,-2%
COc1ccc(S(=O)(=O)N2CCCCC2)cc1NC(=O)CCCOc1ccc(C)cc1,/,/,/,-7%,2%,1%,-6%,2%,/,-14,/
OCC1(CCc2ccccc2)CCN(Cc2c(F)ccc(F)c2F)CC1,-3%,27%,-14%,-2%,-2%,-2%,11%,3%,-7%,-2,-12%
COc1ccc(S(=O)(=O)N2CCN(c3ccc(F)cc3)CC2)cc1C(=O)N1CCOCC1,/,-16%,-2%,5%,0%,-4%,-2%,0%,-4%,-1,-1%
Cc1ccc(NC(=O)Nc2c(C)[nH]c(=O)[nH]c2=O)cc1Cl,/,0%,6%,-12%,-2%,0%,3%,4%,0%,-4,-5%
CC(=O)Nc1ccc(C(=O)N/C(=C\c2ccccc2)C(=O)Nc2cccc(C(=O)O)c2)cc1,3%,29%,/,18%,4%,7%,-1%,-13%,-2%,5,/
Cc1ccc(NC(=O)c2noc3c2CCC3)cc1C,1%,?,-13%,?,0.63µM*,3.2µM*,-1%,2.4µM*,?,-7,9%
CC(O)CNc1nc2ccccc2n1-c1ncnc2sc3c(c12)CCC3 (stereo unspecified),-10%,?,0%,?,-3%,1%,0%,1%,14µM*,-3,1%
NC(=NC(=O)c1ccccc1)C1=C(O)CCC1=O,-2%,1%,0%,28%,20%,10%,-2%,-12%,10%,-5,-4%
O=C(Nc1sc2c(c1C(=O)NC1CC1)CCCCCC2)c1ccco1,15%,3%,10%,-9%,1%,1%,14%,-2%,24%,-16,0%
CC1(C)Cc2ccccc2C(NN=C2CCCC2)=N1,-16%,-26%,?,-11%,4%,-1%,-2%,?,0%,1,3%
Cc1ccc([N+](=O)[O-])cc1N(CC(=O)NCC1CCCO1)S(C)(=O)=O (stereo unspecified),8%,-4%,-6%,-1%,-4%,1%,25%,0%,10%,-5,?
CC(C)C[C@@H]1NC(=O)[C@H](Cc2ccccc2)N(C)C(=O)[C@H](C)NC(=O)c2ccccc2NC(=O)[C@H](Cc2ccc(O)cc2)N(C)C1=O,0%,14%,/,6.5µM*,-3%,-3%,-11%,0%,-10%,-10,-4%
CC(C(=O)N1CCc2ccccc21)N1CCN(Cc2ccccc2)CC1 (stereo unspecified),/,17%,-1%,11%,-2%,-4%,5%,2%,11%,1,-6%
COC(=O)C1=C(C(=O)OC)[C@@H]2N(Cc3ccccc3)c3ccccc3[C@@]23C[C@@H](C(=O)OC)N(C(C)=O)C3=N1,-6%[11.5 µM],56%,-11%[11.7 µM],-9%,-3%,-6%,-43%[inhibitor],3%,-22%,/,-12%
CCOC(=O)c1ccc(NC(=O)c2c(Cl)cc(C)nc2C)cc1,-6%[11.5 µM],33%,17%,6%,-2%,-4%,6%,4%,6%,2,1%
CC1=CC(C)(C)N(C(=O)C(C)N2C(=O)c3ccccc3C2=O)c2c(C)cc(C)cc21 (stereo unspecified),2%,-42%,/,-22%,-2%,-2%,8%,5%,6%,/,5%
Cc1ccccc1NC(=O)CSc1nc2ccccc2c(=O)n1C,1%,?,0%,15µM*,-9%,0%,4%,2%,11µM*,-3,-7%
